CHO-K1 Ca antag = nonselective inhibitor or artifact in parental CHO-K1 cells; 0.6% of 360,000 active; AID 602250; inhibition, % at 3 µM; ATP-induced calcium, Fluo-8 fluorescence;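 active = inhibition above a per-plate cutoff, the plate's mean sample inhibition plus 3 SD, cut at about 24% in these data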;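 also: 0% = DMSO plus EC80 ATP and 100% = DMSO alone without ATP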
CHO parental Ca = counter-screen: ATP calcium response change in parental CHO cells | parental CHO-K1, ATP-induced calcium, Fluo-8 fluorescence | inhibition, % at 5.6 µM | 0.63% of 330,000 active | AID 463079;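 active = inhibition above that plate's mean sample inhibition plus 3 SD, cut at about 26% in these data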;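 also: 0% = ATP-challenged DMSO wells and 100% = DMSO wells without ATP; some compounds past the cut are filed as inactive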
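material = parental CHO cells | also added = ATP as calcium-mobilizing challenge | dosing = single point at 5.6 µM | detection = intracellular calcium via Fluo-8 no-wash fluorescent dye | read-out = % inhibition | benchmarks = low control ATP plus DMSO, high control DMSO only | repeats = one well per compound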
M4 ag = agonists of human muscarinic M4 receptor (CHRM4). P08173. CHO-K1 hM4/Gqi5, Fluo-8 calcium fluorescence; vehicle 0%, full acetylcholine response 100%. activation, % at 3 µM. 0.14% of 360,000 active. AID 624127;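 active = activation above the run mean over all test wells plus 3 SD, cut at about 32% in these data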;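 also: peak over basal fluorescence ratio per well then scaled between controls; 0% = DMSO wells and 100% = acetylcholine at EC100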
M1 antag = human CHRM1 antagonism; CHO-K1 hM1, Fluo-8 calcium fluorescence, ACh EC80 antagonist; 1.3% of 360,000 active; inhibition, % at 3 µM; P11229;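 active = percent inhibition above its own plate's cutoff, namely the mean of that plate's compound wells plus 3 SD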;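 also: peak over basal fluorescence ratio during 140 s after agonist addition; 0% = ACh EC80 plus DMSO and 100% = DMSO alone without agonist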
OXTR potentiator = human OXTR potentiation | P30559 | CHO-OTR cells, Fluo-8 calcium fluorescence, potentiator mode; 0% = oxytocin EC15, 100% = EC100 | activation, % at 3 µM | 0.061% of 320,000 active | AID 2445;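 active = activation above that plate's cutoff, the mean activation of tested compounds plus 3 SD, cut at about 6.6% in these data, passing the limit was not always enough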;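 also: 100% uses oxytocin at 75 nM as the full agonist control; some results filed as inactive read as strong as hits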
Target sequence (P30559 whole entry, looked up): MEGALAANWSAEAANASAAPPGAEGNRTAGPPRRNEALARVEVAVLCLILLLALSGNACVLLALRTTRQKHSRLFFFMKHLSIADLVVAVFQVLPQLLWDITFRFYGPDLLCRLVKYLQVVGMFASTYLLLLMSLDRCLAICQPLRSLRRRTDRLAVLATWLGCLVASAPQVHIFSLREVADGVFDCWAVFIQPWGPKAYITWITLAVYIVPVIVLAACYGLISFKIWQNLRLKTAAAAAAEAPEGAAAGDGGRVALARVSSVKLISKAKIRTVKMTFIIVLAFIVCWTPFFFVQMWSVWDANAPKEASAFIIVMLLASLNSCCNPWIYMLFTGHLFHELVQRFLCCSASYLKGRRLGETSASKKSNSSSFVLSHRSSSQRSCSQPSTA
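Assay system: CHO-OTR cells, human receptor / Also added: oxytocin at about EC15, sub-maximal agonist stimulus / Dosing: single dose, 3.0 µM nominal final compound concentration / Incubation: 6 min pre-incubation, 100 s read / Technique: Fluo-8 calcium dye fluorescence / Read-out: % activation vs EC15 and EC100 oxytocin / Benchmarks: EC15 oxytocin low, 75 nM oxytocin high / Replicates: singlicate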
M1 ag = human M1 muscarinic receptor agonism. AID 588814. 0.33% of 360,000 active. CHO-K1 hM1, Fluo-8 calcium fluorescence, agonist mode; 0% DMSO, 100% acetylcholine EC100. activation, % at 3 µM. P11229;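 active = activation above the run's mean compound activation plus 3 SD, cut at about 16% in these data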;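 also: peak over basal fluorescence ratio within a 140 s kinetic read after compound addition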
CHRM4 antagonist = CHRM4 antagonism in calcium assay. P08173. CHO-hM4 cells, ACh EC80, Fluo-8 calcium fluorescence. AID 624125. inhibition, % at 3 µM. 0.73% of 360,000 active;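 active = inhibition above its plate's cutoff, the mean inhibition of sample wells plus 3 SD, cut at about 27% in these data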;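 also: 0% = acetylcholine EC80 with DMSO and 100% = DMSO without agonist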
CHRM1 PAM = human CHRM1 positive allosteric modulation; P11229; CHO-K1 hM1, Fluo-8 calcium fluorescence, ACh EC20; 0% = ACh EC20, 100% = maximal ACh; activation, % at 3 µM; 0.088% of 360,000 active; in the data active = activation above about 19%, passing the limit was not always enough
M1 ag parental = nonselective activator or artifact in parental CHO-K1 cells. 0.48% of 360,000 active. activation, % at 3 µM. Fluo-8 calcium fluorescence; scaled to maximal ATP response, vehicle zero; in the data active = activation above about 15%;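 also: untransfected CHO-K1 host cells lacking M1 receptor as counterscreen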
* = called active by the depositor; / = not tested or not shown. Not all compounds are listed. The share of hits here may be higher or lower than overall.

Letters: A = CHO-K1 Ca antag; B = CHO parental Ca; C = M4 ag; D = M1 antag; E = OXTR potentiator; F = M1 ag; G = CHRM4 antagonist; H = CHRM1 PAM; I = M1 ag parental
1	COc1cc([C@@H]2Oc3cc(C4Oc5cc(O)cc(O)c5C(=O)[C@H]4O)ccc3O[C@H]2CO)ccc1O (stereo partly specified)
  A = 8 | B = -12 | C = 14 | D = -15 | E = -9 | F = 4 | G = 13 | H = -2 | I = 3.0

2	CC12CCC(=O)C=C1CCC1C2CCC2(C)C1CCC2(O)C(=O)CO (stereo unspecified)
  A = -2 | B = -2 | C = 1 | D = -31 | E = -9 | F = -4 | G = -3 | H = 8 | I = 0.6

3	COc1ccc(C2CNC(=O)C2)cc1OC1CCCC1 (stereo unspecified)
  A = -7 | B = -5 | C = 0 | D = -15 | E = -9 | F = -3 | G = 1 | H = -3 | I = -0.4

4	C=CC[n+]1ccc(/C=C2\C=Cc3cc(C)ccc3N2CC)c2ccccc21
  A = 49* | B = / | C = 4 | D = 44* | E = / | F = -3 | G = 15 | H = -13 | I = 7.5

5	CCCCCC(=O)O[C@]1(C(C)=O)CC[C@H]2[C@@H]3CCC4=CC(=O)CC[C@]4(C)[C@H]3CC[C@@]21C
  A = -7 | B = -25 | C = -1 | D = -17 | E = -13 | F = -4 | G = 7 | H = -7 | I = 0.2

6	COc1ccccc1N1CCN(CCCN=C2CC(=O)N(C)C(=O)N2C)CC1
  A = -7 | B = -6 | C = 1 | D = -24 | E = -1 | F = -7 | G = -8 | H = -4 | I = 0.5

7	Cc1c(C(=O)O)c(O)cc2c1C(=O)c1c(O)c([C@@H]3O[C@H](CO)[C@@H](O)[C@H](O)[C@H]3O)c(O)c(O)c1C2=O
  A = -10 | B = 11 | C = 1 | D = 3 | E = 1 | F = -2 | G = 6 | H = 2 | I = 1.1

8	NC(N)=O
  A = -9 | B = -3 | C = 1 | D = -24 | E = -6 | F = -3 | G = 0 | H = 5 | I = 0.0

9	COc1ccc(C[C@H]2COC(=O)[C@@H]2Cc2ccc(OC3OC(CO)C(O)C(O)C3O)c(OC)c2)cc1OC (stereo partly specified)
  A = 4 | B = 2 | C = 2 | D = 15 | E = -2 | F = -3 | G = 5 | H = -3 | I = -0.2

10	Cc1cncn1CCc1nc2c3ccccc3nc(SCC(=O)Nc3cccc(Cl)c3)n2n1
  A = -4 | B = -16 | C = 4 | D = -1 | E = -8 | F = -11 | G = 6 | H = -8 | I = 1.9

11	NOCC(=O)O
  A = 6 | B = -8 | C = 0 | D = -17 | E = 3 | F = -3 | G = 2 | H = -2 | I = 0.0

12	Oc1cc2c(cc1O)[C@H]1c3ccc(O)c(O)c3OC[C@@]1(O)C2
  A = -3 | B = -2 | C = 0 | D = 3 | E = -3 | F = -6 | G = 6 | H = 5 | I = -0.5

13	COc1ccc(-c2cc(=O)c3c(O)cc(OC4OC(COC5OC(C)C(O)C(O)C5O)C(O)C(O)C4O)cc3o2)cc1O (stereo unspecified)
  A = -2 | B = -8 | C = 0 | D = -3 | E = 2 | F = -1 | G = -7 | H = -2 | I = 0.2

14	C=CC1CN2CCC1CC2C(O)c1ccnc2ccc(OC)cc12 (stereo unspecified)
  A = 22 | B = / | C = -1 | D = -1 | E = / | F = -8 | G = -5 | H = 4 | I = -0.1

15	COC(=O)C1=CO[C@@H](O[C@@H]2O[C@H](CO)[C@@H](O)[C@H](O)[C@H]2O)C2C1C[C@H](O)[C@@H]2C (stereo partly specified)
  A = -1 | B = 4 | C = 1 | D = -26 | E = -6 | F = 1 | G = -4 | H = 20 | I = -0.7

16	COc1ccc(-c2cc(=O)c3c(O)cc(O[C@@H]4O[C@H](CO[C@@H]5O[C@@H](C)[C@H](O)[C@@H](O)[C@H]5O)[C@@H](O)[C@H](O)[C@H]4O)cc3o2)cc1O
  A = -8 | B = -10 | C = 1 | D = -32 | E = 5 | F = -3 | G = 0 | H = 2 | I = 0.1

17	Cc1ccc(=O)n(-c2ccccc2)c1
  A = 2 | B = 4 | C = 0 | D = -18 | E = 5 | F = -3 | G = -4 | H = -1 | I = 0.7

18	COc1cc(-c2oc3cc(O)cc(O)c3c(=O)c2O[C@@H]2O[C@H](COC3O[C@@H](C)[C@H](O)[C@@H](O)[C@H]3O)[C@@H](O)[C@H](O)[C@H]2O)ccc1O (stereo partly specified)
  A = -18 | B = 4 | C = 1 | D = -5 | E = -4 | F = -2 | G = 3 | H = 14 | I = 0.1

19	C/C=C(/C)C(=O)OC(C)(C)[C@@H]1Cc2c(ccc3ccc(=O)oc23)O1
  A = -13 | B = -17 | C = 1 | D = 10 | E = -6 | F = -7 | G = 3 | H = -3 | I = -0.7

20	CC1(C)O[C@H]2CC(=O)OC[C@@]23C1CC(=O)[C@]1(C)C3CC[C@@]2(C)[C@H](c3ccoc3)OC(=O)[C@H]3O[C@]321 (stereo partly specified)
  A = -6 | B = -15 | C = 1 | D = -10 | E = 3 | F = 0 | G = -12 | H = 5 | I = 0.7

21	C[N+]1(C)CCC(=C(c2ccccc2)c2ccccc2)CC1
  A = -6 | B = -15 | C = 0 | D = 98* | E = -5 | F = -7 | G = 100* | H = -25 | I = 0.8

22	CCC(NC(C)C)C(O)c1ccc(O)c2[nH]c(=O)ccc12 (stereo unspecified)
  A = -1 | B = -3 | C = 0 | D = -29 | E = -3 | F = 0 | G = -15 | H = 3 | I = 0.2

23	CC(=O)Nc1ccc(CC(=O)O)cc1
  A = -9 | B = -6 | C = 1 | D = -32 | E = -3 | F = -2 | G = -11 | H = 6 | I = 0.1

24	O=c1oc2c(O)c(O)cc3c(=O)oc4c(O)c(O)cc1c4c23
  A = 18 | B = 6 | C = 1 | D = -8 | E = 2 | F = -2 | G = 10 | H = -1 | I = 0.0

25	Cc1cccc2c1NC(=O)C2(c1ccc(O)cc1)c1ccc(O)cc1
  A = 17 | B = 4 | C = 2 | D = -3 | E = -4 | F = -1 | G = 13 | H = 11 | I = -0.3

26	CN1CCCN=C1COC(=O)C(O)(c1ccccc1)C1CCCCC1 (stereo unspecified)
  A = 2 | B = -10 | C = 1 | D = 99* | E = -1 | F = -8 | G = 99* | H = -26 | I = 0.1

27	CC(C)=CCOc1c2ccoc2cc2oc(=O)ccc12
  A = -11 | B = -11 | C = -1 | D = -10 | E = 6 | F = -7 | G = -15 | H = 10 | I = -0.6

28	N[C@@H](Cc1c[nH]c2ccc(O)cc12)C(=O)O
  A = 2 | B = 0 | C = 0 | D = -21 | E = -7 | F = -2 | G = -5 | H = 0 | I = -0.1

29	Oc1ccc2c(c1)OCC1(O)Cc3cc(O)c(O)cc3C21 (stereo unspecified)
  A = 7 | B = / | C = 52* | D = -5 | E = / | F = 11 | G = 6 | H = -2 | I = 11

30	C1COC(NC(C2CC2)C2CC2)=N1
  A = -4 | B = -18 | C = 0 | D = -32 | E = -6 | F = -5 | G = 5 | H = -3 | I = 0.1

Screening data from PubChem.
